p53ts 32C tox = qHTS Screen for Compounds that Selectively Target Cancer Cells with p53 Mutations: Cytotoxicity of p53ts Cells at the Permissive Temperature; 0.93% of 130,000 active; H1299-p53A138V at 32C, ATP luminescence viability, 24 h; Potency, µM (top dose mostly 46.1 µM), for inactives: at the top dose activity change, negative = cytotoxicity, most hits filed as cytotoxic;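 further: 0% = DMSO and -100% = full killing by reference compound; nearly all actives have a fitted effect of over 55% in size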
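ATP-content luminescence (ATPlite) read-out after 24 h compound exposure at 32C in H1299-p53A138V cells (600/well). Tested up to 46 uM. Normalized to DMSO (0%) and 100 uM tamoxifen (100% killing); Hill-fit AC50.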
Peg3 imprint = qHTS Assay for Compounds that Induce Erasure of Genomic Imprints | 0.02% of 110,000 active | mouse ES Peg3-LacZ reporter, beta-gal luminescence, 40 h | Potency, µM (highest dose often 60.7 µM), for inactives: top-dose activity change, positive = activation, actives largely listed as activators;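 further: 0% = negative control wells on the plate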
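Gelatin-coated wells received 300 freshly trypsinized female ES cells with a Peg3LacZ-Neo reporter on the maternal allele, then incubated 40 hours at 37C. BetaGlo was added for 5 minutes at room temperature before a single luminescence read.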
p53ts 39C kill = qHTS Screen for Compounds that Selectively Target Cancer Cells with p53 Mutations: Cytotoxicity of p53ts Cells at the Nonpermissive Temperature; H1299-p53A138V viability at 39C, ATP luminescence, 24 h; Potency, µM (series often up to 46.1 µM), inactives show top-dose activity change, negative = cell killing, most hits filed as cytotoxic; 1.5% of 130,000 active; further: nearly all actives have a fitted effect of over 55% in size
IkB sig inh = IkB Signaling. Potency, µM (titrated, usually from 57.1 µM), for the others: at the highest dose IkBa stabilization activation. AID 445, 2006. 0.04% of 110,000 active. ABC-DLBCL IkBa-CBG/CBR dual luciferase ratio, 4 h; response scale: scaled: untreated 0%, proteasome inhibitor 100%; active means well fitted curve in the direction sought with a large enough effect in the signal ratio, not every such curve was filed as active; inconclusive means small, poorly fitted or top-dose-only effect, or a change in a side signal; the % refers to the signal ratio;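 further: the direction sought is a rising ratio; 0% = basal untreated cells and 100% = reference inhibitor full response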
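Luminescence ratio of IκBα-fused green versus native red beetle luciferase in OCI-Ly3 cells, 4 h post-doxycycline with compound; red signal alone, scaled from basal (0%) to zero light (-100%), flagged nonspecific or cytotoxic effects.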
Numbers without * were called inactive; ? = inconclusive; nt = not tested or not shown; & = joins results of further samples; [ ] = remark or other dose. Unless noted, the call rests on the fitted dose curve; in most records, active means well fitted curve in the direction sought with a large enough effect; inconclusive means small, poorly fitted or top-dose-only effect, or another doubt; inactive means no such curve, though single readings can be large; an effect the other way counts as inactive or inconclusive. Unless noted, on the % scale 0 is the no-effect control and ±100 the full control effect; potency means the concentration at half of the fitted maximal effect.

Order of results – p53ts 32C tox | Peg3 imprint | p53ts 39C kill | IkB sig inh
COc1ccc(-n2c(Cn3c(=O)sc4ccccc43)nnc2SCC(=O)N2CCOCC2)cc1
  3% | 2% | -4% | -1.4%
Cc1ccccc1C(=O)Nc1ccc(C(=O)OCc2cc(=O)n3nc(C(C)C)sc3n2)cc1
  ? | -21%[10.9 µM] | -29% | ?
CN(c1ccccc1)S(=O)(=O)c1nnc(NC(=O)c2ccco2)s1
  -8% | 2%[10.9 µM] | ? | -1.7%
COc1cc(C2CC(=O)c3cnc(N4CCN(Cc5ccccc5)CC4)nc3C2)cc(OC)c1OC (centres undefined)
  11% | -15% | 2% | 0.1%
Cc1ccc2[nH]c(=O)c(CN(CC3CCCO3)S(=O)(=O)c3c(C)ccc4nsnc34)cc2c1 (centres undefined)
  5% | -5% | 2% | 0.2%
CC(=O)c1ccc(OCC(O)COc2ccc(C(C)=O)cc2)cc1
  -4% | nt | -11% | nt
CCn1c(=O)c(C(=O)Nn2c(C)nc3ccccc3c2=O)c(O)c2ccccc21
  7% | 7% | 7% | ?
COC(=O)c1ccc(N=c2sc(C(=O)OC)cc(=O)n2C)cc1
  -4% | 12% | -2% | 4.9%
O=S(=O)(NCCOc1cccc2cccnc12)c1ccc(F)cc1
  -1% | -13% | 12% | 3.0%
Cc1ccc2cc(C(c3nnnn3C3CCCC3)N3CCOCC3)c(=O)[nH]c2c1C (centres undefined)
  9% | 1% | -5% | 0.4%
Cc1[nH]c2ccccc2c1CC(=O)O
  0% | -7% | -4% | 8.0%
CN1CCN(S(=O)(=O)c2ccc(N(C)Cc3cccs3)nc2)CC1
  13% | -10% | 3% | 1.1%
CCCCCCCCC(=O)NC(NC(=S)N1CCOCC1)C(Cl)(Cl)Cl (centres undefined)
  -1% | nt | 12% | nt
CC(C)NC(=O)CCCN1C(=O)CCn2nc(-c3cccn3C)cc21
  0% | 9%[10.9 µM] | -19% | -0.4%
CC(C)COCC(CN(Cc1ccccc1)c1ccccc1)N1CCCC1 (centres undefined)
  -8% | -9%&-13% | -11% | nt
CC(c1ccc(Br)cc1)N1CC23C=CC(O2)C(C(=O)O)C3C1=O (centres undefined)
  2% | -5% | 16% | -0.6%
Cc1cc(NC(=O)COC(=O)CSCc2ccc(Cl)c(Cl)c2)no1
  -5% | -3% | -15% | -7.1%
C=CCNC(=O)c1ccccc1NS(=O)(=O)c1ccc(SC)cc1
  3% | -14% | 9% | 4.2%
Nc1ccc(-n2nnnc2-c2ccco2)cc1
  4% | -23% | -1% | -0.4%
Cn1cnc(S(=O)(=O)N2CCCC(C(=O)Nc3cccc(C#N)c3)C2)c1 (centres undefined)
  -4% | -15%[10.9 µM] | 18% | -1.4%
O=C(CCC1N=C2c3ccccc3N=C(SCc3ccc(F)cc3)N2C1=O)N1CCN(c2ccccc2)CC1 (centres undefined)
  22% | -9%[10.9 µM] | -17% | ?
CCn1cc(C(=O)NCCc2ccc(OC)c(OC)c2)c(=O)c2cc(S(=O)(=O)N3CCOCC3)ccc21
  11% | ? | 9% | -2.2%
CC(=O)N1CCN(c2ccc(OC[C@@H]3CO[C@@](Cn4ccnc4)(c4ccc(Cl)cc4Cl)O3)cc2)CC1
  -13%[20.6 µM] | -15%[16.8 µM] | 3%[20.6 µM] | 2.6%[25.6 µM]
CC(NC(=O)c1ccc(CS(=O)(=O)Cc2ccccc2F)o1)c1ccc2c(c1)OCCO2 (centres undefined)
  -16% | -14% | -3% | 0.0%
Cc1cc(C)c2c(c1)c(C)cc1nnc(SCc3ccccc3C#N)n12
  -4% | -6%[10.9 µM] | -7% | -0.5%
COc1ccc(OC)c(NC(=O)c2c(NCc3ccc(OC)c(OC)c3)sc3c2CCC3)c1
  -6% | -10%[10.9 µM] | 2% | ?
COC(=O)c1ccc(CSc2ccc3nnc(-c4cccc(F)c4)n3n2)o1
  -16% | -21% | -12% | ?
Cc1c(C(=O)O)cccc1[N+](=O)[O-]
  0%[1.84 µM] | -2% | 3% | 1.4%
CCOc1ccc(CC(=O)NC2CC(=O)N(c3ccc(C)c(C)c3)C2)cc1 (centres undefined)
  -17% | 11%[10.9 µM] | -22% | 0.1%
CCN(CC)S(=O)(=O)c1cccc(C(=O)NCCCN2CCOCC2)c1
  -4% | -6% | -2% | 0.3%

For reference, 4 of the compounds above.
Order of results – p53ts 32C tox | Peg3 imprint | p53ts 39C kill | IkB sig inh
COC(=O)c1ccc(CSc2ccc3nnc(-c4cccc(F)c4)n3n2)o1
  -16% | -21% | -12% | ?
Cc1c(C(=O)O)cccc1[N+](=O)[O-]
  0%[1.84 µM] | -2% | 3% | 1.4%
CCOc1ccc(CC(=O)NC2CC(=O)N(c3ccc(C)c(C)c3)C2)cc1 (centres undefined)
  -17% | 11%[10.9 µM] | -22% | 0.1%
CCN(CC)S(=O)(=O)c1cccc(C(=O)NCCCN2CCOCC2)c1
  -4% | -6% | -2% | 0.3%

Returning to the listing with the three entries that preceded the break.
Order of results – p53ts 32C tox | Peg3 imprint | p53ts 39C kill | IkB sig inh
Cc1c(C(=O)O)cccc1[N+](=O)[O-]
  0%[1.84 µM] | -2% | 3% | 1.4%
CCOc1ccc(CC(=O)NC2CC(=O)N(c3ccc(C)c(C)c3)C2)cc1 (centres undefined)
  -17% | 11%[10.9 µM] | -22% | 0.1%
CCN(CC)S(=O)(=O)c1cccc(C(=O)NCCCN2CCOCC2)c1
  -4% | -6% | -2% | 0.3%
CCOC(=O)c1snc2c(=O)[nH]cnc12
  0% | 5% | 10% | 0.8%
CCc1nnc(NC(=O)c2nc(S(=O)(=O)Cc3ccc(C)cc3)ncc2Cl)s1
  16µM* | -31%[inhibitor][10.9 µM] | 6.3µM* | ?
CCOc1ccc(S(=O)(=O)N(CC(=O)Nc2ccc(OC)c(Cl)c2)c2ccccc2)cc1
  -18% | -11%[10.9 µM] | 2% | ?
COc1ccc(CNC(=O)c2cc(Nc3ccccc3C)nc3ccccc23)cc1
  0% | -3%[10.9 µM] | 14% | 2.1%
CCOc1ccccc1NC(=O)Cn1c(=O)c2ccccc2n(CC)c1=O
  3% | nt | -1% | nt
Cc1ccc(S(=O)(=O)N2CCCC2)cc1S(=O)(=O)N1CCCC1
  -3% | -2% | 1% | 0.6%
CC(=O)[C@H]1CC[C@@H]2[C@]1(C)CC=C1[C@]23C=C[C@]2(C[C@H](O)CC[C@@]12C)[C@H](C(=O)O)[C@@H]3C(=O)O
  4%[9.22 µM] | nt | 4%[9.22 µM] | 1.5%[11.4 µM]
CC(=O)NC1CC2CCCC(C1)N2CC(=O)N1CCCc2ccccc21 (centres undefined)
  2% | -13% | 8% | -0.2%
COCCCNC(=O)c1ccc(CS(=O)(=O)Cc2cccc(C)c2)o1
  15% | -8% | -2% | -1.7%
Cc1ccc(NC(=O)c2sc3nc(-c4ccc(F)cc4)cn3c2C)c(C)c1
  -3% | -2%[10.9 µM] | -9% | 2.8%
COc1ccc(CNC(=O)Cn2c(=O)nc(-c3ccccc3F)c3cc(Cl)ccc32)cc1OC
  -6% | -6%[10.9 µM] | -30% | 0.1%
Cn1nnc2c(NCc3c(F)cccc3F)ncnc21
  -4% | 6%[10.9 µM] | 8% | ?
CCn1c(C)nc2cc(S(=O)(=O)N3CCCCC3)ccc21
  -2% | -21% | 15% | -2.8%
Cc1ccc(-c2cc(C(=O)NCc3cnn(C)c3)c3cc(Br)ccc3n2)cc1
  -25% | -1%[10.9 µM] | ? | -0.5%
CCOc1ccc(NCC(=O)Nc2ccc(Cl)cc2C)cc1
  -3% | nt | 5% | nt
Brc1cccc(-c2nnc(-c3ccccc3)o2)c1
  ? | -56%[inhibitor] | -26% | 5.2%
Cc1nc(N2CCOCC2)c(C#N)c2c1COC(C)(C)C2
  15% | nt | 17% | nt
O=C(NCc1ccccc1Cl)c1cc2ccccc2o1
  -16% | -7%[10.9 µM] | 16% | ?
CCCCCCCCCCCCCCCC(=O)C(F)(F)F
  -5% | -12% | -6% | 1.1%
O=C(c1ccc([N+](=O)[O-])s1)N1CCN(c2ccccc2)CC1
  ? | nt | 30% | nt
O=S(=O)(c1ccccc1)N1CCC2(CCCN(c3ccncc3)C2)CC1
  -13% | nt | -18% | 6.1%[11.4 µM]
Cc1[nH]c2c(C)cccc2c(=O)c1Br
  2% | -9% | 12% | -0.2%
CN1CCN(CC(=O)N2c3ccccc3Sc3cc4ccccc4cc32)CC1
  -2%[9.22 µM] | -11%[10.9 µM] | -3%[9.22 µM] | -1.6%[11.4 µM]
COc1ccccc1C(=O)NC1=NC(c2ccc(Br)cc2)CC(=O)N1 (centres undefined)
  -17% | -18%[10.9 µM] | ? | ?
Cc1ccc(CNC(=O)NC2COc3ccccc3C2)cc1 (centres undefined)
  13% | 6%[10.9 µM] | -24% | -2.9%
CCCc1cnc2c(c1SCC(=O)NCc1ccc(C)cc1)c(=O)n(C)c(=O)n2C
  -7% | 15%[10.9 µM] | -20% | ?
COc1ccc(CCNC(=O)C2CCCN(c3nc4c(C)cc(C)cc4s3)C2)cc1OC (centres undefined)
  -9% | -6%[10.9 µM] | -30% | ?
COCCCNC(=O)c1c(-c2ccccc2)c(-c2ccccc2)nn(C)c1=O
  1% | -6%[10.9 µM] | -11% | 1.6%
Cc1ccc(Cn2c(CN3CCN(C(=O)c4ccco4)CC3)nc3c2c(=O)n(C)c(=O)n3C)cc1
  -12% | ? | 4% | 3.4%
CCc1ccc(CNC(=O)C(CC)n2ccc3cc(S(=O)(=O)N4CCCCC4)ccc32)cc1 (centres undefined)
  8% | 0%[10.9 µM] | 0% | ?
CCc1ccc(-n2nc(CO)c(C(=O)NCc3cccnc3)n2)cc1
  ? | -9%[10.9 µM] | ? | -1.2%
COc1ccc(-n2c(O)c(Cc3ccccc3)c(=O)n3nc(-c4ccccc4)c(=O)cc23)cc1
  1% | nt | 0% | nt
O=C(Cn1c(SCCOc2ccccc2)nc2ccccc21)N1CCOCC1
  3% | -6%[10.9 µM] | -26% | -2.5%
CC(=O)c1ccc(NC(=O)COc2ccccc2-c2nc(-c3ccc(C)cc3)no2)cc1
  -7% | -24%[10.9 µM] | -16% | ?
COc1ccccc1C(=O)n1nc(-c2ccccc2)nc1NCc1ccc(Cl)cc1
  6% | -10%[10.9 µM] | 0% | 2.2%
CCOC(=O)c1cccc(NC(=O)CSc2nnnn2CC)c1
  1% | -10% | -12% | 0.7%
O=C(CCc1ccccc1)NC1CC(=O)N(c2ccccc2)C1 (centres undefined)
  15% | -6%[10.9 µM] | -5% | 3.0%
COc1cc(C2CC(=O)N(Cc3ccc(F)cc3)c3ccccc3S2)cc(OC)c1OC (centres undefined)
  38%[activator] | -15%[10.9 µM] | -12% | ?

4 entries from above, with each value named:
O=S(=O)(NCCOc1cccc2cccnc12)c1ccc(F)cc1
  p53ts 32C tox: -1% | Peg3 imprint: -13% | p53ts 39C kill: 12% | IkB sig inh: 3.0%

Cc1ccc2cc(C(c3nnnn3C3CCCC3)N3CCOCC3)c(=O)[nH]c2c1C (centres undefined)
  p53ts 32C tox: 9% | Peg3 imprint: 1% | p53ts 39C kill: -5% | IkB sig inh: 0.4%

Cc1[nH]c2ccccc2c1CC(=O)O
  p53ts 32C tox: 0% | Peg3 imprint: -7% | p53ts 39C kill: -4% | IkB sig inh: 8.0%

CN1CCN(S(=O)(=O)c2ccc(N(C)Cc3cccs3)nc2)CC1
  p53ts 32C tox: 13% | Peg3 imprint: -10% | p53ts 39C kill: 3% | IkB sig inh: 1.1%

High-throughput results from PubChem.
